Bioassay records as filed in PubChem.
NR2E3 ag-1: activates human NR2E3 receptor. Q9Y5X4. CHO-S Gal4-NCOR/VP16-NR2E3 two-hybrid, luciferase. inhibition of corepressor binding, % at 3.98 µM. 0.35% of 360,000 active. AID 602229;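 active = inhibition above the mean of all tested compounds plus 3 SD, cut at about 70% in these data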;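 note: 0% = DMSO with NR2E3 transfected cells and 100% = cells lacking NR2E3 construct; higher means lower luciferase signal from less NR2E3 corepressor binding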
Target sequence (Q9Y5X4 whole entry, looked up, the tested form may be a part): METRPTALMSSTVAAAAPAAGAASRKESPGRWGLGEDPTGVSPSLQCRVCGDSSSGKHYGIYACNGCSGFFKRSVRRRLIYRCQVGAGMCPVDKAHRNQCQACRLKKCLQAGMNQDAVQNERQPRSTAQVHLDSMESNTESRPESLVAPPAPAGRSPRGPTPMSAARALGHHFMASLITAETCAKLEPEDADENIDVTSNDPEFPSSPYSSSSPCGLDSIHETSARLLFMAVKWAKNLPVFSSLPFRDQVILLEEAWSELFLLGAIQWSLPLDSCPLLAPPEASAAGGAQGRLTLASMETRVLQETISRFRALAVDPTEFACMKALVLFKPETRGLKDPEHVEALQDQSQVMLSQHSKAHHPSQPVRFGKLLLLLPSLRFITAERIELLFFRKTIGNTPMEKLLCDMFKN
NR2E3 ag-2: activates human photoreceptor nuclear receptor NR2E3; Q9Y5X4; GST-NR2E3/biotin-RetCOR TR-FRET, 1536-well; inhibition of corepressor binding, % at 4.78 µM; 0.12% of 320,000 active; AID 2300;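 active = percent inhibition above the cutoff of mean plus 3 SD of all tested compounds, set per screening campaign, cut at about 20% in these data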;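 note: 0% = DMSO wells and 100% = biotin wells as full block of FRET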
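Test system – NR2E3–RetCOR corepressor complex · Quantity – NR2E3 fusion 1.35 nM · Buffer or medium – Tris pH 7.5 · Incubation – Compound–protein incubation for 5 h at 4 °C · Technique – TR-FRET, Eu(K)-anti-GST donor, streptavidin-D2 acceptor, ex 340, em 617/671 nm · Evaluation – percent inhibition of 671/617 nm emission ratio versus biotin and DMSO controls · Plate – 1536-well format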
HIF-2a inh: inhibitors of HIF-2a | 786-0 RCC cells HIF-2a reporter, luciferase luminescence, overnight | inhibition, % at 18.8 µM | 0.72% of 360,000 active;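 active = inhibition of the luminescence signal of 40% or more relative to plate controls, in a single-dose primary screen at 18.75 µM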
CF NFkB inh: cystic fibrosis NF-kB activation inhibition; KKLEB NF-kB-GFP reporter, PAF-induced, GFP fluorescence overnight; inhibition, % at 5 µM; 0.86% of 360,000 active;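 active = at least 50% inhibition at 5 µM, scaled per plate between neutral and stimulator controls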;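 note: PAF is a Pseudomonas aeruginosa culture filtrate used as stimulus; plate controls were PAF-stimulated DMSO wells for no effect and unstimulated DMSO wells for full effect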
Shn3 3UTR inh: Schnurri-3 reporter inhibition in Clone20 osteoblasts; Clone20 osteoblast Shn3 3'UTR firefly luciferase, 24 h; inhibition, % at 12.5 µM; 0.52% of 360,000 active; AID 588674;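 active = mean inhibition of at least 75% with every replicate also reaching 75%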;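 note: 0% = median of neutral control wells and 100% = pilot-screen positive control compound; some compounds past the cut are filed as inactive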
KKLEB cytotox: counter-screen for CF NF-kB inhibitors: cytotoxicity | KKLEB CF airway cells viability, ATPlite luminescence, overnight; active compounds read low; cells stimulated with P. aeruginosa culture filtrate | 0.36% of 360,000 active | activity change (cytotoxicity), % at 5 µM;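 active = corrected activity change at or below -50% at 5 µM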
TWEAK-Fn14 inh: TWEAK-Fn14 signaling inhibition. TWEAK-stimulated Fn14 reporter cells, luciferase luminescence, 8 h. 2% of 360,000 active. AID 1159606. inhibition, % at 10 µM; in the data active = inhibition above about 50%
TRAIL sens C8: sensitizes caspase-8 expressing cells to TRAIL | NB7+C8 cells + TRAIL, ATPlite viability luminescence | inhibition (viability loss, TRAIL sensitization), % at 10 µM | 1% of 360,000 active;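 active = compounds causing at least 50% loss of cell viability in the single-dose screen, relative to plate controls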
TRPM1 prom inh: inhibitors of MITF-driven TRPM1 promoter in melanoma cells. SK-MEL-5 TRPM1 promoter luciferase, 24 h. inhibition, % at 12.5 µM. 0.83% of 330,000 active. AID 488899;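 active = mean inhibition across replicates of 60% or more, whatever share of single replicates reaches that level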; note: values of inactives mirror those of a sister screen read the other way
TROY NFkB inh: blocks TROY-dependent signaling in reporter cells; Q293 LMP1-TROYcd NF-kB luciferase reporter, 4 h; inhibition, % at 10 µM; 0.98% of 360,000 active;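 active = compounds whose plate-normalised and pattern-corrected inhibition of the luciferase reporter signal at the single screening dose is 50% or more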
Peg3 prom inh: Peg3 promoter activity inhibition; HeLa PEG-Prom luciferase reporter, luminescence, overnight; 1.7% of 360,000 active; inhibition, % at 20 µM;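 active = inhibition of at least 50% at 20 µM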
Numbers without * were called inactive; . = no result given. These rows are one share of the data (hit frequency here may not be typical).

SMILES	NR2E3 ag-1	NR2E3 ag-2	HIF-2a inh	CF NFkB inh	Shn3 3UTR inh	KKLEB cytotox	TWEAK-Fn14 inh	TRAIL sens C8	TRPM1 prom inh	TROY NFkB inh	Peg3 prom inh
C[C@H](NC(=O)c1nc[nH]c1C(=O)N1CCc2ccccc2C1)C(=O)OCc1ccccc1	10	0	1	20	4	-3	-6	17	4	-6	-13
CCOC(=O)N1CCN(C(=O)c2ccc(NC(=O)c3ccc(C)cc3)cc2)CC1	-28	0	-13	14	7	5	15	0	34	11	-12
CCOC(=O)c1nn(-c2ccccc2)c(=O)cc1OCC(=O)Nc1cccc(OC)c1	11	-44	13	-25	-2	-7	-16	-2	7	-7	-2
Cc1ccc(S(=O)(=O)N2CCCCC2CCNC(=O)C(=O)NCc2ccco2)cc1 (stereo unspecified)	-11	-1	11	-10	19	-5	10	30	37	1	15
O=C(CSc1nnc(CNC(=O)c2ccccc2)o1)c1ccc(Cl)cc1	-3	-1	24	-3	-15	-11	-11	-8	-1	6	9
CC1CN=C(N(C(=O)Nc2ccccc2)C(C)c2ccccc2)S1 (stereo unspecified)	5	-2	-3	-5	-6	-1	1	7	-1	-4	3
CC(=O)N1c2ccc(S(=O)(=O)N(C)c3cc(C)ccc3C)cc2CC1C (stereo unspecified)	-11	1	25	-4	-4	-1	-2	4	-5	-3	10
CCN(CC(N)=O)S(=O)(=O)c1ccc(F)cc1	-4	0	34	-2	0	7	22	1	-6	-15	1
COc1cc(/C=C/C(=O)OCC(=O)N2CCC(C)CC2)ccc1OCC#N	-17	0	-1	24	-1	-5	4	0	0	0	2
COc1cc(OC)c(OC)cc1/C=C/c1cc(C(F)(F)F)[nH]c(=O)n1	-14	1	30	2	-9	17	11	5	0	19	12
N#CCCNS(=O)(=O)c1ccc(C(=O)OCC2CCCCC2)cc1	1	0	5	-10	-12	2	-20	14	-5	4	21
Cc1ccc(SCC(=O)N2CCCC2)cc1	2	-2	-114	-8	-13	12	-24	-12	-55	-28	-87
CN(CCCN1CCOCC1)Cc1cn(C)nc1-c1ccccc1F	-7	2	17	-5	-24	13	-8	-6	-2	-3	11
Cc1cccc(Nc2nc3c(c(=O)n(C)c(=O)n3C)n2CC(O)CO)c1 (stereo unspecified)	6	-3	0	6	.	-3	6	-7	7	9	9
N#Cc1nc(-c2cccc(Cl)c2)oc1N1CCC(C(N)=O)CC1	5	0	14	-16	0	-1	2	-6	0	-4	23
CCOc1ccc(-n2cc(-c3ccc(OC)c(OC)c3)[nH]c2=S)cc1	-19	-1	-142	0	7	-3	-29	-4	8	-15	-116
CCOc1ccc(/C=N/n2c(C)nc3ccccc3c2=O)cc1	-26	-1	-39	-1	-61	-2	-26	-6	-22	-3	-67
O=C(Nc1nccs1)c1ccc(S(=O)(=O)NCc2cccs2)cc1	-5	5	-79	1	-14	10	31	4	0	3	-46
CCCOc1ccc(N2C(=O)CC(SCCN)C2=O)cc1 (stereo unspecified)	-131	1	-90	-4	-59	-12	1	26	-27	-30	-185
CCOc1c(Cl)cc(C(=O)Nc2ccccc2-c2ccccc2)cc1Cl	-36	3	8	-2	5	3	7	3	1	12	11
Cc1cc2ccccn2c1C(=O)c1nc(NCc2ccco2)ncc1Cl	-25	0	21	-1	1	-6	-2	2	-4	-7	18
CC(OC(=O)c1cccc(S(=O)(=O)N2CCOCC2)c1)C(=O)NC1CCCCC1C (stereo unspecified)	9	-2	5	-21	-1	8	-1	-5	3	12	7
COC(=O)c1ccc(-c2ncc(-c3cccc4ccccc34)o2)cc1	-125	2	-194	-4	-11	15	-12	-1	-27	-57	-149
Cc1ccc(CNC(=O)C2CCN(C(=O)Nc3ccccc3)CC2)cc1	-14	-1	11	16	8	-7	5	-11	-8	11	6
COC(=O)C1CCN(c2ccc([N+](=O)[O-])cc2)CC1	9	-4	8	-3	5	-1	1	4	2	2	-7
C=CCNC(=O)Cn1nnc(-c2ccc(-c3ccc(OC)cc3)cc2)n1	-40	-1	-105	14	-62	-15	-45	14	-66	-30	-103
COc1ccc2c(c1)CC/C(=C/c1ccncc1)C2=O	21	-3	-11	0	43	11	17	8	7	12	-2
Cc1nn(C)cc1CNC(=O)CCC(=O)O	-4	1	15	-4	-12	-9	-9	1	3	7	4
Cc1ccc(Cn2c(C)c3cnn(CC(=O)NCc4ccccn4)c(=O)c3c2C)cc1	-4	-1	4	-23	0	8	5	-20	-3	17	17
CS(=O)c1ccccc1COC(=O)Nc1ccccc1 (stereo unspecified)	12	4	-3	17	-30	2	-20	-1	-14	-15	0
N#Cc1ccccc1OCC(=O)OCC(=O)c1ccc[nH]1	-3	3	8	-22	7	13	8	-5	2	-9	0
C/C(=N\Nc1ccc([N+](=O)[O-])cc1[N+](=O)[O-])c1ccc(-n2nncc2C(C)(C)C)cc1	-23	-4	11	-18	11	-1	22	-4	-6	5	17
C=CCn1c(NCc2ccccc2O)nc2ccccc21	-50	1	-85	-5	-69	-3	-7	0	-49	-46	-109
O=C(Nc1ncccc1O)c1ccc2c(c1)OCO2	-105	3	-214	-46	-140	6	-41	24	-47	-15	-128
CN(c1ccc(OCc2ccc([N+](=O)[O-])cc2)cc1)S(=O)(=O)c1ccccc1	-3	-1	-6	-7	49	6	-18	11	-4	-11	8
CCC1(C)Cc2ccccc2C(=O)N1 (stereo unspecified)	15	4	20	13	11	-9	7	-8	4	10	1
CN(C(=O)C=Cc1ccco1)c1ccccc1	-29	.	-33	-8	-6	2	8	-5	1	-3	-18
N#Cc1ccc(C(=O)Nc2cccc3ncccc23)c(F)c1	10	-3	6	8	-1	-8	31	-11	0	15	8
CCOC(=O)N1CCN(C(=O)C(C)SCc2ccccc2)CC1 (stereo unspecified)	-4	-2	4	28	-6	-14	-15	18	6	7	9
Clc1ccccc1N=Nc1ccccn1	-13	.	-46	4	-13	-1	-19	-5	2	-28	-45
c1ccc2c(Oc3ccc4c(c3)OCO4)nncc2c1	-142	3	-183	-5	-51	-3	13	13	-24	.	-202
CN(C)Cc1c(O)ccc2occ(C(=O)c3ccc(F)cc3)c12	-18	4	12	-9	-12	-5	-18	5	0	-16	18
CCCc1cc(=O)n2[nH]c(NCc3c(F)cccc3Cl)nc2n1	-18	2	4	2	4	-4	17	5	11	-5	-2
COc1ccc(NC(=O)Nc2cccc(C)n2)c(OC)c1	3	1	-92	-17	-87	7	-15	17	-70	-28	-78
COc1cccc(CNC(=O)CCc2nnc3ccc(NCCCN4CCCC4=O)nn23)c1	3	1	-4	14	13	0	1	4	8	-5	2
COc1ccc(CCC(=O)Nc2ccc(N3CCOCC3)c(S(=O)(=O)Nc3ccc(OC)cc3)c2)cc1	4	.	11	31	7	-15	-3	-10	-3	-3	11
O=S(=O)(Nc1ccncc1)c1ccc(Cl)c(Cl)c1	2	0	12	7	21	4	5	5	7	-12	8
CCOC(=O)c1ccc(NS(=O)(=O)c2ccc3c(c2)CCCN3C(C)=O)cc1	12	1	7	-7	3	-8	1	5	-5	5	15
O=C(CC1(O)C(=O)N(Cc2ccccc2)c2ccccc21)c1ccc2c(c1)OCO2 (stereo unspecified)	19	2	27	-7	8	14	0	-7	1	-1	24
Cn1nc(CC(=O)NCc2cccc3ccccc23)c2ccccc2c1=O	26	2	18	0	79	-14	22	-11	3	18	13
CC(C)C[C@H](NC(=O)c1nc[nH]c1C(=O)NC1CCN(C(=O)OC(C)(C)C)CC1)C(=O)OC(C)(C)C	-3	0	24	29	-27	-28	-11	21	5	-3	13
Oc1ccc(-c2nc3c4c(ncn3n2)-c2ccccc2CC42CCCC2)cc1	-8	2	20	-22	9	2	77*	11	12	30	111*
CC(=O)NCC1CCN(C(=O)C2CCC(=O)N(CCc3cccc(F)c3)C2)CC1 (stereo unspecified)	0	0	-4	-2	0	8	-3	-6	1	-9	11
CCN(CC)c1ccc(NC2=C(Cl)C(=O)c3ccccc3C2=O)cc1	-43	-4	96*	96*	97*	-93*	57*	45	92*	-6	103*
C=CC1C(OC2OC(CO)C(O)C(O)C2O)OC=C(C(=O)OC)C1CC1CC(=O)CC(CC(=O)CCc2ccc(O)cc2)O1 (stereo unspecified)	-33	-1	9	-11	1	5	9	-5	3	5	-4
COC(=O)C1CCC(C)(C(=O)Nc2ccccc2)C1(C)C (stereo unspecified)	-16	-2	9	-15	7	5	-18	-14	2	4	17
CCOC(=O)C(Cc1ccccc1)NC(=O)Cn1nnc(-c2ccc(SC)cc2)n1 (stereo unspecified)	-7	1	4	9	5	3	-1	7	4	0	0
CCCCn1nnnc1SCC(=O)Nc1ccc(F)cc1	13	0	-7	-2	16	0	-6	2	0	3	-1
O=C(CC(=O)NCCc1ccccc1)NCCc1ccccc1	3	0	6	-9	18	6	6	3	2	-24	-1
Cc1oc2c(Cl)c(Cl)c(O)c(CN(C)C)c2c1C(=O)c1ccc(Cl)cc1	-53	.	21	51*	16	13	75*	5	-10	48	-7

Further compounds follow:
SMILES	NR2E3 ag-1	NR2E3 ag-2	HIF-2a inh	CF NFkB inh	Shn3 3UTR inh	KKLEB cytotox	TWEAK-Fn14 inh	TRAIL sens C8	TRPM1 prom inh	TROY NFkB inh	Peg3 prom inh
COc1ccccc1Nc1cc(C(=O)NC2CCCC2)c2ccccc2n1	4	-8	-14	-11	-6	9	6	-15	3	-11	-1
COc1cccc(OC)c1C(=O)n1nc(C)cc1C	-1	-1	-5	0	14	-3	1	-8	2	-13	-20
CC(C)CC(=O)NC(=S)N1CCCCCC1	-31	1	5	13	10	-1	3	-12	11	-20	8
CCCCOC(=O)C1=C(C)NC2(O)c3ccccc3C(=O)C12O (stereo unspecified)	-21	-3	1	-2	5	-4	-11	3	6	8	7
CCc1ccc(OC(C)C(=O)N(Cc2ccco2)C2CCS(=O)(=O)C2)cc1 (stereo unspecified)	-19	-1	4	28	-15	9	2	-16	.	1	16
CCCOc1ccc2oc(=O)c3c(c2c1)CCCN3C(=O)CN1CCc2ccccc2C1	-1	-1	-1	8	7	-1	30	-1	14	17	26
Cc1nc2cc(C(=O)NCc3ccc4c(c3)OCO4)ccc2n1-c1ccc(Br)cc1	-10	3	2	-21	-12	23	-22	-4	-4	17	-10
Cc1ccc(S(=O)(=O)N(CC(=O)Nc2ccc(C)cc2C)C(=O)N2CCN(C)CC2)cc1	-5	-5	17	16	0	-9	-11	7	7	2	10
CS(=O)(=O)c1ccc(Cl)c(NC(=O)CCN2C(=O)NC3(CCCC3)C2=O)c1	-6	.	7	-4	-8	10	-4	-1	-4	3	11

Three of the entries above in order of their number in NR2E3 ag-2, lowest first:
| structure | NR2E3 ag-1 | NR2E3 ag-2 | HIF-2a inh | CF NFkB inh | Shn3 3UTR inh | TWEAK-Fn14 inh | TRPM1 prom inh | Peg3 prom inh |
| --- | --- | --- | --- | --- | --- | --- | --- | --- |
| CCOc1ccc(/C=N/n2c(C)nc3ccccc3c2=O)cc1 | -26 | -1 | -39 | -1 | -61 | -26 | -22 | -67 |
| CC(=O)N1c2ccc(S(=O)(=O)N(C)c3cc(C)ccc3C)cc2CC1C (stereo unspecified) | -11 | 1 | 25 | -4 | -4 | -2 | -5 | 10 |
| CN(C)Cc1c(O)ccc2occ(C(=O)c3ccc(F)cc3)c12 | -18 | 4 | 12 | -9 | -12 | -18 | 0 | 18 |
